Screening data as filed in PubChem.
RSV CPE inhibition: RSV antiviral activity via CPE protection, HEp-2 cells, primary 10 µM value included (AID 2391); hit rate 0.13% among 310,000; one-dose CPE inhibition, % at 10 µM; IC50 in µM for titrated hits; HEp-2 cells, RSV-induced CPE inhibition; higher % means a stronger effect; in the data active = a potency from the dose series; inconclusive = CPE inhibition mostly from about 23% at the one dose, without a potency; inactive = the rest, 99 in 100 with CPE inhibition below about 21%; also: strong numbers were not always called active
NTR1 agonist: NTR1-driven beta-arrestin-GFP spot formation – imaging, U2OS cells, high content, primary screen (AID 493036); P30989; agonist mode; activation, % at 20 µM; hit rate 0.17% among 330,000;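 active = activation at or above 40% of the spot to cytoplasm intensity ratio, with at least 20 cells analyzed; inconclusive = wells under 20 cells, flagged as cytotoxic or low count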;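 also: 0% = DMSO without peptide and 100% = 100 nM NTR1 peptide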
Target sequence (P30989 whole entry, looked up): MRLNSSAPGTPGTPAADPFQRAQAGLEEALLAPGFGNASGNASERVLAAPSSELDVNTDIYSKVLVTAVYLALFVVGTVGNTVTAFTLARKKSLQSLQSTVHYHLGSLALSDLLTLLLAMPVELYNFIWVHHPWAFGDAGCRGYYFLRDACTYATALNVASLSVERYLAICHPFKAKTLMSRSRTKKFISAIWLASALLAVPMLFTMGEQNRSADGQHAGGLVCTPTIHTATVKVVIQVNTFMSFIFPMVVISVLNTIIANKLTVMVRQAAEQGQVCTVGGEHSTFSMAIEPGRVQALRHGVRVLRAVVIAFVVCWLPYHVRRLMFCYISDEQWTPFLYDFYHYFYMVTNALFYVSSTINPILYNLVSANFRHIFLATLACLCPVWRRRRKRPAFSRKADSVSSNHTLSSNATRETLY
Rac1 GTP hydrolysis: MgcRacGAP GTPase-activating activity inhibitors, confirmation, biochemical, ADP Hunter fluorescence; inhibition, % at 30 µM, or IC50 in µM where a hit was titrated; MgcRacGAP-stimulated Rac1 GTP hydrolysis, ADP Hunter fluorescence; higher % means a stronger effect; GST-tagged Rac1 F28L mutant substrate; hit rate 0.6% among 340,000;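 active = first-screen hits whose inhibition reached a set limit at any dose in the follow-up dose series; inconclusive = inhibition above the set first-screen limit but never retested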;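 also: fluorescence reports GDP produced by GAP-driven GTP hydrolysis; strong numbers were not always called active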
K1F lysis inhibition: protection from phage-mediated lysis, alamar blue read-out – E. coli UTI89, K1F phage, bacterial capsule biogenesis inhibitors (AID 488966) | one-dose inhibition, % at 100 µM; IC50 in µM for titrated hits | hit rate 0.02% among 340,000 | E. coli UTI89 K1F phage lysis, alamar blue, 2 h; higher % means a stronger effect;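 active = phage lysis inhibition, versus mean bacterial control, above a set limit; inconclusive = no clear call, values can overlap the other calls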;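 also: capsule biogenesis inhibitors block K1F phage lysis so surviving cells raise fluorescence; higher fluorescence means more inhibition of phage lysis; actives were called in the ten point dose series up to 300 µM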
PhoP inhibition: inhibitors of PhoP regulon expression, primary screen, Salmonella Typhimurium, GFP reporter (AID 1863). S. Typhimurium PhoP-regulated promoter GFP reporter, 4 h; higher % means a stronger effect. inhibition, % at 50 µM, or IC50 in µM where a hit was titrated. hit rate 0.16% among 300,000;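 active = inhibition over 29.93%, a cutoff 3 SD above the screen mean, later confirmed by dose response; inconclusive = inhibition over 29.93% but no dose response follow-up; inactive = inhibition at most 29.93% or unconfirmed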;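 also: 0% = low Mg2+ inducing control and 100% = high Mg2+ repressing control; strong numbers were not always called active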
Large T inhibition: SV40 large T antigen inhibitors, biochemical (AID 1903). hit rate 0.39% among 310,000. inhibition, % at 20 µM; hits with a dose series show IC50 in µM. SV40 large T antigen ATPase/helicase inhibition assay; higher % means a stronger effect; in the data active = a potency from the dose series; inconclusive = inhibition mostly from about 32% at the one dose, without a potency; inactive = the rest, 99 in 100 with inhibition below about 32%; also: strong numbers were not always called active
Myeloid diff 2: compounds promoting myeloid differentiation; ER-HoxA9 myeloid progenitors, lysozyme-GFP differentiation, flow cytometry; calls only at 10 µM; hit rate 1% among 360,000;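 active = normalized GFP-positive differentiation at or above the plate's own cutoff, the solvent-only control mean plus 3 SD; inconclusive = no clear call, values can overlap the other calls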;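 also: cells exposed to compound for four days before flow analysis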
TNAP activation fold: human TNAP enzyme activators, primary screen, biochemical, luminescent, no phosphate acceptor, uHTS (AID 1001). activation fold at 20 µM; hits with a dose series show EC50 in µM. hit rate 0.03% among 200,000. purified TNAP, luminescent activation assay, no phosphate acceptor; higher activation fold means a stronger effect; in the data active = activation fold from about 3, or a potency from the dose series; inactive = the rest, 99 in 100 with activation fold below about 1.6; also: many of its hits are not listed in these tables
T cell HTS: modulates CD8 T cell binding to vesicles; 2C CD8+ T cell-vesicle binding, flow cytometry; hits give low values; calls only at 7 µM; hit rate 0.068% among 330,000; AID 2052;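 active = response, share of CD8 T cells binding vesicles, and their 90th percentile fluorescence all below set limits, cut at about 80% in these data, passing the limit was not always enough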
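Read-out – percent CD8+ FL2 mean versus row control · System – murine 2C transgenic CD8+ T lymphocytes · Times – 1.5 h cell–vesicle binding at 37 °C, then 20 min icy labelling · Control set – naked vesicles low, QL9 vesicles with vehicle high · Detection – cytometric PE anti-B7-1 and Alexa647 anti-CD8 signals after 1% paraformaldehyde fixation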
T cell HTS vesicle-bound %: further read-out of T cell HTS, marked with its call; double positive events, %; measured here: CD8+ vesicle-bound cell fraction;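 binding gate set so that unloaded-vesicle control wells show 10% double positive cells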
NTR1 agonist cell count 20 µM: further read-out of NTR1 agonist, marked with its call; cell count; measured here: cell count, cytotoxicity flag
Myeloid diff 2 GFP+ MAC1+ %: further read-out of Myeloid diff 2, marked with its call; GFP+ MAC1+ double positive, %; measured here: differentiation confirmed by MAC1 staining
Numbers without * were called inactive; i = inactive; ? = inconclusive; . = not tested or not shown; + = active, no number; [ ] = another dose, or the depositor's remark. The order is random, and some 2.3% of all compounds hit somewhere here.

SMILES	RSV CPE inhibition	NTR1 agonist	NTR1 agonist cell count 20 µM	Rac1 GTP hydrolysis	K1F lysis inhibition	PhoP inhibition	Large T inhibition	Myeloid diff 2	Myeloid diff 2 GFP+ MAC1+ %	TNAP activation fold	T cell HTS	T cell HTS vesicle-bound %
Cc1cc(C(=O)CSc2nc(N)cc(=O)[nH]2)c(C)n1CCc1ccc(F)cc1	-1.4%	-0.2	43	6.8%	-0.2%	22.1%	-1.3%	i	2.7	1	i	18.2
COc1ccc(CCNC(=O)COC(=O)c2cccs2)cc1OC	0.0%	0.0	57	-1.4%	1.6%	1.8%	1.0%	i	1.9	.	i	22.7
Cc1cc(C)nc(NC(=O)c2ccc(COc3ccccc3Cl)cc2)c1	-0.5%	0.6	68	16.4%	0.1%	-6.6%	8.8%	i	1.2	1.1	i	55.5
O=C(CCc1nnc(COc2ccccc2)o1)NCCc1cccs1	0.3%	0.3	91	13.1%	0.3%	1.3%	16.8%	i	0.3	1.1	i	50.8
Cc1ccccc1OCC(=O)Nc1ccc(S(=O)(=O)N2CCOCC2)cc1	.	1.4	72	4.8%	0.0%	.	.	i	2.0	.	.	.
CCOC(=O)[C@@H](CCc1ccccc1)N[C@H](C)C(=O)N1[C@H](C(=O)O)C[C@@H]2CCC[C@@H]21	-0.2%	-1.2	70	5.4%	3.3%	-2.1%	7.9%	i	2.8	.	i	17.6
Cc1c(S(=O)(=O)N2CCN(c3cccc(Cl)c3)CC2)c(=O)n(C)c(=O)n1C	1.5%	1.5	63	6.6%	0.2%	-1.4%	24.8%	i	0.6	.	i	9.9
Cn1c(CNC(=O)CCNC(=O)c2ccccc2F)cc(=O)n(C)c1=O	1.2%	1.4	68	8.2%	0.7%	-8.1%	10.1%	i	0.3	.	i	39.9
Cc1cccc2cc(COC(=O)c3cccs3)c(=O)[nH]c12	3.6%	3.8	81	5.6%	2.5%[50 µM]	2.2%	5.6%	i	0.5	1.1	i	20.8
O=C(Nc1ccc(F)cc1)c1cc(-c2ccccc2)no1	-0.4%	-0.1	30	-1.4%	-0.7%	2.8%	2.6%	i	0.1	1.4	i	21.0
CCOc1ccc(-n2c(SCC(=O)Nc3ccc(Br)cc3)nc3n[nH]c(C)c3c2=N)cc1	2.1%	1.5	68	8.2%	0.0%	2.5%	-0.5%	i	0.7	1.2	i	50.7
NS(=O)(=O)c1ccc(CCNC(=O)c2cc([N+](=O)[O-])ccc2N2CCCCC2)cc1	1.0%	0.2	45	12.7%	0.1%	6.6%	6.0%	i	0.4	.	i	55.0
COc1cccc(-c2ccc(=O)n(CC(=O)NCCN3CCOCC3)n2)c1	1.5%	4.5	54	3.5%	6.4%	-6.0%	2.0%	i	0.9	1.1	i	39.6
CSc1cccc(N2C(=O)C3CCCN3C2=S)c1 (stereo not given)	-0.1%	-0.1	46	.	0.1%	-3.8%	4.3%	i	0.4	.	i	15.4
C#CCOCCOCCOCCNc1nc(N2CCOCC2)nc(N2CCN(C(=O)[C@H]([C@@H](C)CC)n3cc([C@@H](N)Cc4ccc(O)cc4)nn3)CC2)n1	0.3%	-4.5	93	15.6%	0.2%	-1.4%	1.6%	i	1.4	1.1	i	46.9
Cc1ccc(C)c2c1cc(C)c1nnc(SCC(=O)NCc3ccc4c(c3)OCO4)n12	2.1%	0.9	42	13.8%	4.7%	2.3%	2.9%	i	0.5	1	i	12.3
CSc1ncc(Cl)c(C(=O)Nc2ccc(S(=O)(=O)Nc3nccc(C)n3)cc2)n1	8.2%	-0.7	65	4.4%	-0.1%	1.0%	8.8%	i	1.7	.	i	63.5
O=C(c1nc2ccc(Cl)cn2c1CN1CCC(CO)CC1)N1CCc2ccccc2C1	-0.3%	-0.3	61	5.5%	-0.2%	2.4%	25.8%	i	6.2	.	i	26.0
Cc1c(NC(=S)N/N=C/c2ccc(O)cc2)c(=O)n(-c2ccccc2)n1C	-2.2%	-0.9	48	55.6µM*	0.5%	-2.0%	33.2%	i	10.2	1.1	i	10.4
CC(C)(C)OC(=O)NCCCC[C@H](NC(=O)c1nc[nH]c1C(=O)N1CCN(C(=O)OC(C)(C)C)CC1)C(=O)OC(C)(C)C	-0.9%	4.1	40	14.8%	0.0%	1.7%	5.2%	i	0.3	1	.	.
CC[C@]12c3[nH]c4ccccc4c3CCN1C(=O)C(CC(=O)NCCC1=CCCCC1)C[C@@H]2C(=O)N1CCN(C(=O)C2CC2)CC1 (stereo not given in full)	.	-1.3	69	8.9%	0.1%	.	.	i	0.7	.	i	17.7
COc1cccc(/C=N/NC(=O)CC2C(=O)NN=C2C)c1O (stereo not given)	0.3%	-1.3	75	4.6%	0.4%	-1.3%	21.3%	i	0.8	2.1	i	18.4
O=C(NNC1=Nc2cc([N+](=O)[O-])ccc2OC1)c1ccccc1Cl	4.4%	-1.5	58	10.0%	2.4%	-7.1%	4.5%	i	0.7	.	i	55.1
CC(=Nc1cc(C(=O)c2ccccc2)ccc1N)C1=C(O)CC(C)(C)CC1=O	-1.1%	-1.3	89	9.2%	9.3%	2.0%	5.9%	i	0.7	1	i	27.1
CCc1sc(C(=O)Nc2ccc(NC(C)=O)cc2)cc1C	2.0%	-0.7	45	5.4%	4.3%	-4.2%	10.8%	i	0.4	1.1	i	42.9
CC(=O)N1C(C(=O)O)CSC1c1ccc(C)cc1 (stereo not given)	2.3%	-0.1	51	5.3%	5.3%	7.7%	8.1%	i	1.3	1.2	i	47.9
O=C(O)CC(Sc1n[nH]c(=S)s1)C(=O)O (stereo not given)	.	0.7	42	4.4%	-0.8%	-6.5%	15.9%	i	0.3	.	i	26.9
CN(CC(=O)Nc1c(Cl)cccc1Cl)C(=O)C1CSC2(C)CCC(=O)N12 (stereo not given)	0.2%	-0.7	82	3.7%	1.4%[50 µM]	8.4%	11.4%	i	0.7	.	i	44.8
Cc1cc(C(c2ccc(C)o2)c2ccc(C)o2)c(O)c([N+](=O)[O-])c1	4.4%	4.3	87	3.8%	-1.7%	3.6%	31.2%	i	0.6	1	i	26.6
N#CC1=C(N)Oc2cc(N)ccc2C1c1cccc(F)c1 (stereo not given)	-1.3%	0.7	49	6.0%	0.1%	3.2%	6.0%	?	.	.	i	36.4
O=C(Cc1c(F)cccc1Cl)Nc1nccs1	1.6%	0.5	63	8.8%	0.6%	0.6%	7.1%	i	0.1	.	i	26.0
CCOC(=O)N1CCC(NC(=O)C2CCN(C(=O)N3CC(C)Oc4ccccc43)CC2)CC1 (stereo not given)	-0.6%	-0.5	74	4.8%	0.2%	-2.2%	15.3%	i	2.8	1.1	i	47.9
COc1ccccc1N=C(C)C1=C(O)CSC1=O	2.8%	0.0	56	19.8%	-0.1%	-4.5%	4.5%	i	1.5	1.1	i	9.8
O=C(NCc1ccccc1)C(c1ccc(F)cc1)N(C(=O)c1csnn1)C1CC1 (stereo not given)	-0.2%	0.4	49	4.7%	0.1%	-2.8%	11.7%	i	3.3	.	i	30.4
O=C(NCCc1ccccc1)C(=O)Nc1ccc2c(c1)OCCO2	1.1%	-1.2	33	9.0%	1.3%	3.7%	-2.8%	i	0.1	1	i	42.3
COc1cccc(NC(=O)C(c2ccccc2)N2CCCC2)c1 (stereo not given)	-0.3%	-0.5	56	4.0%	0.3%	15.5%	-6.4%	i	1.5	1.1	i	44.7
CC(C)(C)OC(=O)CNC(=O)c1[nH]cnc1C(=O)N[C@@H](Cc1ccccc1)C(=O)OCc1ccccc1	11.4%	15.2	87	7.7%	0.4%	.	11.0%	+	10.0*	.	i	38.3
CCOc1ccccc1NC(=O)COC(=O)/C=C/c1cccs1	.	8.9	47	3.2%	0.7%	.	.	i	0.6	.	i	24.4
COc1cccc(N2CCN(CC(=O)Nc3nnc(-c4ccccc4)s3)CC2)c1	15.3%	4.4	40	8.8%	3.4%	-4.0%	6.8%	i	1.9	1	i	55.4
COc1ccc2ccc(OCC(=O)NCC3CCCO3)cc2c1 (stereo not given)	.	0.5	81	12.3%	1.6%[50 µM]	.	.	i	0.0	.	.	.
CCOC(=O)c1ccc(NC(=O)c2c(N)n(C)c(=O)n(C)c2=O)cc1	5.3%	2.4	54	4.5%	3.2%	-5.3%	17.0%	i	1.1	.	i	20.7
CNC[C@H]1Oc2c(NC(=O)C3CC3)cccc2C(=O)N([C@H](C)CO)C[C@@H]1C	.	-2.1	56	-3.0%	-0.6%	.	.	i	2.2	.	i	12.4
N/C(=N\OC(=O)c1csnn1)c1ccc(C(F)(F)F)cc1	.	0.0	58	2.9%	-0.7%	0.8%	12.2%	i	0.3	.	i	46.6
COc1cccc(-c2nnc3sc(-c4ccco4)nn23)c1	-1.6%	0.4	54	5.5%	0.0%	-3.3%	-0.6%	i	2.4	1.1	i	22.5
CN1CCc2c(sc(/N=C/c3c[nH]c4ccccc34)c2C#N)C1	2.5%	-1.4	51	.	.	-16.8%	14.5%	+	3.1*	.	i	47.3
CCCc1cc(=O)[nH]c(SCC(=O)NC(=O)c2ccccc2)n1	-0.4%	0.4	90	1.9%	0.8%	-9.3%	2.8%	i	0.8	1.1	i	16.7
CCCCCC[n+]1c(-c2ccc(Cl)cc2Cl)csc1Nc1ccccc1	15.8%	-1.9	53	3.5%	-5.2%	2.0%	-2.1%	i	0.4	1	i	46.9
CC(NC(=O)CCNC(=O)c1ccc(C(C)(C)C)cc1)c1ccccc1 (stereo not given)	.	1.4	63	5.8%	-1.5%	.	.	i	1.7	.	i	53.8
CCOc1ccccc1-n1nnnc1SCC(=O)Nc1cc(C)on1	-0.7%	0.1	56	2.5%	3.4%	-0.2%	5.4%	i	8.9	1.1	i	37.3
COCCN(C(=O)c1csnn1)C(C(=O)NC1CCCCC1)c1ccc(C)cc1 (stereo not given)	0.5%	1.6	62	6.4%	-0.1%	2.2%	8.8%	i	0.4	.	i	24.6
CCN(CC)c1ccc(/C=N/NC(=O)c2ccc(Br)o2)cc1	3.7%	5.3	72	14.9%	-0.9%[50 µM]	-11.8%	4.6%	i	1.8	1	i	4.2
CCOc1ccc(OCC)c(NC(=O)C2CCCN2S(=O)(=O)c2cccc3cccnc23)c1 (stereo not given)	5.6%	0.3	51	2.9%	2.1%	-0.4%	5.2%	i	2.9	1.1	i	48.2
